Screening data: PubChem, National Center for Advancing Translational Sciences (NCATS)
BRCT PPI green: BRCA1 BRCT-phosphoprotein interaction inhibition; P38398; BRCA1 BRCT-phosphopeptide binding, green fluorescence polarization; Potency, µM (titrated, usually from 76.9 µM), without a hit: top-dose activity change, negative = inhibition, actives largely listed as inhibitors; 75,000 tested, 0.05% active; AID 875;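 also: potency is read from the fitted curve at half-maximal effect; plate controls were peptide without protein for full effect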
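Fluorescence polarization: His-tagged BRCT (~35 kDa BRCA1 C-terminus, 250 nM) bound to 100 nM fluorescein-labeled phosphorylated 10-aa BACH1 peptide, pH 7.3 phosphate buffer with DTT and Tween 20. Compounds incubated 12 min at room temperature; inhibition read as lowered polarization.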
USP2a inh: blocks human ubiquitin-specific protease USP2a. Potency, µM (doses to about 38.3 µM), for inactives: at the top dose activity change, negative = inhibition, hits mostly inhibitors. 60,000 tested, 0.1% active. USP2a enzymatic assay, qHTS inhibition;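 also: potency is read from the fitted curve at half-maximal effect; nearly all actives have a fitted effect of over 60% in size; plate controls were DMSO for no effect and NEM full inhibition control for full effect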
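20 nM USP2 core + cpd, 30 min RT; add 20 nM Ub-PLA2/20 uM NBD C6-HPC; read Ex460/Em535 at 0 h and 2.5 h. Normalized to NEM; qHTS curve fit/classification.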
CRE Fsk mod: CRE-bla signaling modulation under forskolin stimulation; CHO CRE-bla reporter (cAMP response element driving beta-lactamase), forskolin EC10, beta-lactamase ratio; Potency, µM (titrated, usually from 38.2 µM), without a hit: at the top dose activity change, negative = inhibition, most hits filed as activators; 71,000 tested, 2.5% active; AID 662; active = well fitted activation curve with a large enough effect in the signal ratio, with a control signal flat, not every such curve was filed as active; inconclusive = small, poorly fitted or top-dose-only effect, or effect the other way, or a change in a side signal; the % refers to the signal ratio; also: potency is read from the fitted curve at half-maximal effect; % of control where 0% means no effect
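AC50 values, positive or negative, reflect shifts in EC10 NKH 477-induced CRE-bla reporter activity in CHO cells. Incubation lasted 3 h at 37 °C before CCF4 substrate (2 h, room temperature) and ratiometric 460/530 nm reading.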
Tau filament bind: binders of human tau filaments. P10636. recombinant tau filaments, thioflavin S fluorescence, 15 h; filaments grown with octadecylsulfate alongside compound. Potency, µM (highest dose often 57.1 µM), inactives show top-dose activity change, negative = inhibition. 71,000 tested, 2% active. AID 596;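 also: potency is read from the fitted curve at half-maximal effect; % is scaled to controls: 0 for no effect and ±100 for the full control effect; actives lower thioflavin S fluorescence by blocking filaments or displacing dye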
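His-tagged recombinant human tau (exons 2, 3 and 10 included), 1 uM, was induced to fibrillize by 30 uM sodium octadecylsulfate with compound present. After 15 h at 37 C, thioflavine S fluorescence (ex 450, em 510 nm) was read.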
Casp1 inh: blocks human caspase-1 allosterically or competitively. P29466. Caspase-1 enzyme, Ac-WEHD-AFC fluorogenic rate. Potency, µM (doses to about 57.5 µM), for the others: at the top dose activity change, negative = inhibition, actives largely listed as inhibitors. 75,000 tested, 0.03% active. AID 900;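 also: potency is read from the fitted curve at half-maximal effect; plate controls were vehicle for no effect and no substrate for full effect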
Target sequence (P29466 120-297 limits assumed): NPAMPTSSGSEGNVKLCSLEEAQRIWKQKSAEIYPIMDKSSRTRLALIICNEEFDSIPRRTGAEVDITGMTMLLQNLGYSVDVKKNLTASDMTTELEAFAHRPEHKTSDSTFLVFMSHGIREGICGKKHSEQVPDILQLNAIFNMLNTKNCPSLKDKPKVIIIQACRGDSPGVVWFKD
Target sequence (P29466 317-404 limits assumed): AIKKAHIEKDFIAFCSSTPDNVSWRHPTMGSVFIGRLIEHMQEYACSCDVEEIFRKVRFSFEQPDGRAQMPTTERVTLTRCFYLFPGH
HEK293 cAMP ctrl: parental HEK293 cAMP activation (counter-screen); AID 938; Potency, µM (top dose mostly 57.1 µM), for the others: at the highest dose activation, usual class: activators; 73,000 tested, 2.5% active; parental HEK293 CNG cAMP sensor, membrane potential fluorescence; also: potency is read from the fitted curve at half-maximal effect; % of control where 0% means no effect; nearly all actives have a fitted effect of over 55% in size
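Counterscreen for endogenous-receptor signalling: CNG-channel HEK 293 cells report cAMP rise by membrane depolarization. After 60 min dye equilibration with 100 uM RO 20-1724, compounds incubated 30 min before bottom-read fluorescence at 590 nm.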
BRCT inh red: disrupts BRCA1 BRCT binding to phosphoprotein, red fluorophore readout. P38398. BRCT-phosphopeptide binding, red fluorescence polarization. Potency, µM (titrated, usually from 76.9 µM), for the others: at the top dose activity change, negative = inhibition, most hits filed as inhibitors. 75,000 tested, 0.03% active. AID 892; also: % is scaled to controls: 0 for no effect and ±100 for the full control effect
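Rhodamine-labelled pBACH1 10-mer (100 nM) bound to BRCT domain (100 nM) at pH 7.3; compounds incubated 12 min room temperature, polarization read. Free peptide defines full inhibition; unlabelled decapeptide titrated as control.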
ERK AVP block: blocks ERK signaling stimulated by vasopressin. HEK293-V1b, vasopressin-stimulated pERK AlphaScreen. Potency, µM (doses to about 57.5 µM), for the others: at the highest dose activity, negative = inhibition, hits mostly inhibitors. 72,000 tested, 0.99% active. AID 995; also: potency is read from the fitted curve at half-maximal effect; % is scaled to controls: 0 for no effect and ±100 for the full control effect; nearly all actives have a fitted effect of over 55% in size
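Phosphorylated ERK1/2 detected via AlphaScreen bead proximity in lysates of V1b-expressing HEK293 cells given 25 nM vasopressin for 5 min after 30 min compound exposure (37 °C). AC50 from Hill equation; basal DMSO 0%, vasopressin 100%.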
Caspase-7 inhib: allosteric or competitive inhibitors of human caspase-7. P55210. recombinant caspase-7, Ac-DEVD-AFC fluorescence rate. Potency, µM (series often up to 57.5 µM), for the others: at the highest dose activity change, negative = inhibition, hits mostly inhibitors. 75,000 tested, 0.02% active; active = well fitted inhibition curve with a large enough effect in the main read-out, with a control signal flat, not every such curve was filed as active; inconclusive = small, poorly fitted or top-dose-only effect, or a change in a side signal; also: potency is read from the fitted curve at half-maximal effect; % of control where 0% means no effect
FLuc inh: blocks Photinus pyralis firefly luciferase activity | purified firefly luciferase, luminescence, 8 min | 72,000 tested, 2.2% active | Potency, µM (titrated, usually from 57.1 µM), for inactives: at the highest dose activity change, negative = inhibition, usual class: inhibitors | AID 411; also: potency is read from the fitted curve at half-maximal effect; % is scaled to controls: 0 for no effect and ±100 for the full control effect; nearly all actives have a fitted effect of over 40% in size
Target sequence (P08659 whole entry, looked up): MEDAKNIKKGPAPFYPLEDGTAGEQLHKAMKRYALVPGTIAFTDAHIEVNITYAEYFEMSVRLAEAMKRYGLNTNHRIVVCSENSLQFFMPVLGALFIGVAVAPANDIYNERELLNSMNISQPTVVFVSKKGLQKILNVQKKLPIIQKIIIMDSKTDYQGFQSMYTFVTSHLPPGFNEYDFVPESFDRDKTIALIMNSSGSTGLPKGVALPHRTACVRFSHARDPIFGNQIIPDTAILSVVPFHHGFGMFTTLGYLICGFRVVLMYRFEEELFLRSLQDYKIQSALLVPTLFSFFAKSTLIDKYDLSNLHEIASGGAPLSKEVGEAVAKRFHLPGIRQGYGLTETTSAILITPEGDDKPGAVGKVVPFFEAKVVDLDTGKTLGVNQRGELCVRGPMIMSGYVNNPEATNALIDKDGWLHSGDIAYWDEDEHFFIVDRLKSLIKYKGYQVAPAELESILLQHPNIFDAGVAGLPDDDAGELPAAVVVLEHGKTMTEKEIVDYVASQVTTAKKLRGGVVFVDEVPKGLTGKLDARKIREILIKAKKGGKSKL
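qHTS concentration-response profiling: light output of P. pyralis luciferase with luciferin and 10 uM ATP, imidazole buffer pH 7.2. Read by luminescence after 8-min room-temperature incubation.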
A350 fluor: A350 region autofluorescence | Compound autofluorescence, 340/450 nm, Alexa 350 dye-equivalents; active compounds read high | max dye-equivalent concentration, M | 59,000 tested, 11% active; in the data active = max dye-equivalent concentration above about 10 nM; inconclusive = mostly about 1.1 nM to 9.6 nM
The depositor's hits bear a star; i = inactive; u = inconclusive; x = no result given; [ ] = remark or other dose. Unless noted, calls follow the shape of the dose curve; as a rule, active = well fitted curve in the direction sought with a large enough effect; inconclusive = small, poorly fitted or top-dose-only effect, or another doubt; inactive = no such curve, though single readings can be large; an effect the other way counts as inactive or inconclusive.

A first look (3 entries):
SMILES	BRCT PPI green	USP2a inh	CRE Fsk mod	Tau filament bind	Casp1 inh	HEK293 cAMP ctrl	BRCT inh red	ERK AVP block	Caspase-7 inhib	FLuc inh	A350 fluor
C=CCOC(=O)C(C#N)c1nc2ccccc2nc1N1CCN(c2ccccc2OC)CC1 (stereo unspecified)	0.7%	36%[activator]	29%	2.5µM*	-14%	25%	-0.6%	u	-11%	-1%	i
Cc1nc(CCNC(=O)c2cccs2)cs1	-1.7%	0%	-2%	-1%	1%	8%	-0.5%	-2%	2%	-3%	i
O=C(Nc1ccc(N2CCOCC2)c(Cl)c1)c1ncn[nH]1	-2.4%	x	5%	-11%	-1%	7%	1.2%	-3%	2%	20µM*	i

Results, from the first entry:
SMILES	BRCT PPI green	USP2a inh	CRE Fsk mod	Tau filament bind	Casp1 inh	HEK293 cAMP ctrl	BRCT inh red	ERK AVP block	Caspase-7 inhib	FLuc inh	A350 fluor
C=CCOC(=O)C(C#N)c1nc2ccccc2nc1N1CCN(c2ccccc2OC)CC1 (stereo unspecified)	0.7%	36%[activator]	29%	2.5µM*	-14%	25%	-0.6%	u	-11%	-1%	i
Cc1nc(CCNC(=O)c2cccs2)cs1	-1.7%	0%	-2%	-1%	1%	8%	-0.5%	-2%	2%	-3%	i
O=C(Nc1ccc(N2CCOCC2)c(Cl)c1)c1ncn[nH]1	-2.4%	x	5%	-11%	-1%	7%	1.2%	-3%	2%	20µM*	i
COc1ccc(C(O)P(=O)(OC2CCCCC2)c2ccc(N(C)C)cc2)cc1OC (stereo unspecified)	-1.2%	7%	u	u	-6%	-28%	-0.1%	-11%	-3%	-10%	2.4e-07M*
Cc1nn(C(C)(C)C)c(OC(=O)c2ccc3c(c2)OCO3)c1S(=O)(=O)c1ccccc1	-2.2%	18%	-2%	5%	-1%	u	-1.5%	22%	2%	0%	i
Cc1ccc(C(=O)NCC(=O)O)cc1S(=O)(=O)N1CCCCC1	0.1%	-5%	3%	-9%	1%	0%	1.6%	-6%	1%	0%	i
CCc1nnc(NC(=O)CSc2nc3c(c(=O)n2-c2ccccc2OC)SCC3)s1	-0.6%	26%	u	-4%	-3%	24%	1.1%	-3%	-3%	0%	i
COc1ccc(CNC(=O)C2CCN(S(=O)(=O)c3cc(OC)ccc3OC)CC2)cc1	-1.9%	10%	-4%	2%	2%	11%	0.8%	-8%	2%	4%	i
Cc1nc2c3ccccc3n(CC#N)c(=O)n2n1	-3.8%	x	2%	9%	-3%	15%	0.5%	16%	0%	2%	x
COc1ccc(Br)cc1C(=O)Nc1ccc(N2CCN(S(C)(=O)=O)CC2)cc1	-1.2%	26%	u	3%	-7%	-22%	-2.0%	u	-9%	-2%	i
CCCCCCNS(=O)(=O)c1nc2nc(C)cc(C)n2n1	-1.2%	x	-8%	2%	-4%	-8%	0.7%	x	2%	3%	x
CN(C)Cc1ccccc1-c1ccc2ncnc(NC3CC3)c2c1	1.2%	-7%	-1%	-12%	-2%	13%	-1.0%	-28%	-1%	-6%[2.29 µM]	i
CCOc1ccccc1NC(=O)CSc1nnnn1-c1ccc(C(=O)OC)cc1	-1.5%	31%[activator]	18%	-11%	-3%	u	-3.1%	0%	-5%	0%	i
Cc1sc(NC(=O)c2cccs2)c(C(N)=O)c1C	-1.9%	-1%	u	17%	-1%	1%	0.8%	-26%	-1%	13µM*	x
Cc1oc(C(C)(C)C)c(CN2CCCC2)c1C(=O)O	0.1%	0%	-3%	0%	-1%	4%	1.4%	-2%	2%	-1%	i
O=C(c1cc(-c2ccco2)on1)N1CCN(c2ccccc2)CC1	1.0%	x	-17%	-21%	-2%	23%	-1.1%	-9%	-5%	0%	x
COc1ccccc1-c1nn2c(-c3ccccc3Cl)nnc2s1	-0.6%	19%	3%	28%	-1%	u	-0.5%	-16%	-1%	2%	i
CN(C)S(=O)(=O)Nc1ccc2c(c1)OCO2	-0.8%	-4%	2%	3%	0%	9%	0.7%	3%	2%	1%	i
Cc1cc(=O)cc(C)n1-c1ccc2c(c1)nc(C)n2-c1ccccc1	-0.2%	0%	u	0%	1%	2%	-1.1%	-7%	-1%	2%	i
O=C1CC(=O)N(Cc2cccs2)C(=O)N1	11%	-2%	-2%	2%	1%	2%	0.5%	26%	0%	2%	i
COc1cc(C(=O)NC2CC3CCCC(C2)N3C2CC2)cc(OC)c1OC (stereo unspecified)	0.6%	25%	9%	0%	-3%	1%	0.4%	-8%	0%	-1%	i
CN(C)C(=O)c1ccc(-c2cc(NCc3cccnc3)ncn2)cc1	-0.9%	5%	-4%	-2%	-2%	-8%	0.2%	-2%	-1%	0%[2.29 µM]	i
CCCCOc1ccc(C(C)(O)CCN2CCOCC2)cc1 (stereo unspecified)	-2.9%	1%	u	-4%	-1%	17%	0.7%	-14%	1%	6%	i
Cn1c(COc2ccc(Cl)cc2)nnc1SCc1ncc(-c2ccccc2)o1	0.8%	17%	u	5%	-3%	u	0.3%	-11%	-6%	-37%	i
CCOC(=O)c1cnc2ccc(Cl)cc2c1N1CCN(C)CC1	0.1%	10%	6%	-24%	-2%	15%	-3.1%	-8%	0%	0%	u

Exported field by field: two of the compounds above.
Cc1nc2c3ccccc3n(CC#N)c(=O)n2n1
  BRCT PPI green = -3.8%	USP2a inh = x	CRE Fsk mod = 2%	Tau filament bind = 9%	Casp1 inh = -3%	HEK293 cAMP ctrl = 15%	BRCT inh red = 0.5%	ERK AVP block = 16%	Caspase-7 inhib = 0%	FLuc inh = 2%	A350 fluor = x
CCOc1ccccc1NC(=O)CSc1nnnn1-c1ccc(C(=O)OC)cc1
  BRCT PPI green = -1.5%	USP2a inh = 31%[activator]	CRE Fsk mod = 18%	Tau filament bind = -11%	Casp1 inh = -3%	HEK293 cAMP ctrl = u	BRCT inh red = -3.1%	ERK AVP block = 0%	Caspase-7 inhib = -5%	FLuc inh = 0%	A350 fluor = i

Further compounds
SMILES	BRCT PPI green	USP2a inh	CRE Fsk mod	Tau filament bind	Casp1 inh	HEK293 cAMP ctrl	BRCT inh red	ERK AVP block	Caspase-7 inhib	FLuc inh	A350 fluor
COc1ccccc1OCCCn1cc(C#N)c2ccccc21	2.7%	-12%	1%	5%	-2%	16%	-0.8%	53%[activator]	-4%	4%	i
CN(C)Cc1ccccc1-c1nccc(NCc2cccs2)n1	0.5%	-3%	-6%	-4%	-2%	25µM*	-0.2%	1%	2%	2%[2.29 µM]	i
COC(=O)c1c(N)n(-c2ccc(N3CCOCC3)cc2)c2nc3ccccc3nc12	-0.1%	17%	23%	u	-3%	1%	0.8%	23%	-5%	-6%	i
Cn1c(=O)c2c(nc(-n3ccnc3)n2Cc2ccccc2)n(C)c1=O	0.9%	0%	1%	6%	1%	0%	-0.4%	-8%	0%	1%	i
O=C(CSc1nnnn1-c1ccccc1)CC(=O)Nc1ccc(Cl)cc1	4.0%	29%	-14%	u	-6%	7%	-3.2%	-23%	-16%	6%	i
CC1CCc2nn(CC(=O)N3CCN(C(=O)c4ccco4)CC3)cc2C1 (stereo unspecified)	-2.0%	x	-2%	16%	-1%	0%	-1.7%	-4%	1%	0%	x
O=C(c1c(O)c2ccccc2oc1=O)C1CCC1	-2.7%	3%	6%	-6%	-1%	10%	0.4%	18%	1%	0%	u
N#CCCn1c(=O)cnc2cnc(N3CCOCC3)nc21	-0.1%	1%	23%	11%	u	9%	-1.3%	6.3µM*	u	0%[11.4 µM]	u

Single values from the list.
BRCT PPI green result of N#CCCn1c(=O)cnc2cnc(N3CCOCC3)nc21 is entered as -0.1%
ERK AVP block result of CC1CCc2nn(CC(=O)N3CCN(C(=O)c4ccco4)CC3)cc2C1 (stereo unspecified) is entered as -4%
ERK AVP block result of CN(C)Cc1ccccc1-c1nccc(NCc2cccs2)n1 is entered as 1%
FLuc inh result of Cn1c(=O)c2c(nc(-n3ccnc3)n2Cc2ccccc2)n(C)c1=O is entered as 1%
FLuc inh result of O=C(CSc1nnnn1-c1ccccc1)CC(=O)Nc1ccc(Cl)cc1 is entered as 6%
